MsrA act: bovine methionine sulfoxide reductase A activation | purified bovine MsrA, absorbance read-out | activation, % at 10.6 µM | 0.3% of 360,000 active | AID 602163; in the data active means activation above about 7.5%;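 further: 0% = vehicle and 100% = reference activator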
eLon inh: inhibitors of E. coli Lon protease | P0A9M0 | purified E. coli Lon protease, fluorescence polarization | inhibition, % at 7.94 µM | 0.42% of 360,000 active | AID 602123; in the data active means inhibition above about 13%, passing the limit was not always enough;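 further: 0% = enzyme with probe and DMSO and 100% = no enzyme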
SKN-1 block: inhibitors of C. elegans SKN-1 | AID 624304 | inhibition, % at 21.8 µM | 0.49% of 360,000 active | C. elegans VP596 Pgst-4::GFP/RFP ratio, acrylamide-induced, 24 h;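 active means interference check ratio from 0.5 to 1.5 plus GFP to RFP signal ratio inhibition reaching or exceeding a fixed threshold, cut at about 30% in these data, passing the limit was not always enough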; further: some compounds called inactive have numbers as strong as hits
NRP1-CendR mod: NRP-1/CendR interaction modulation. inhibition, % at 25 µM. O14786. 0.85% of 360,000 active. FAM-RPARPAR peptide binding to NRP-1, fluorescence polarization;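 active means inhibition or corrected inhibition above about 18%, plus a signal ratio from 0.5 to 1.5, limit read from the data, passing the limit was not always enough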; further: strong numbers were not always called active
FAS-TE inh: blocks the thioesterase domain of human fatty acid synthase. P49327. recombinant FAS-TE, OMFH fluorogenic substrate, fluorescence endpoint. inhibition, % at 15 µM. 0.67% of 360,000 active;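 active means compounds whose normalised, plate-corrected inhibition of enzyme fluorescence in the single-dose primary screen is 50% or more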;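 further: 0% = DMSO with enzyme and 100% = substrate without enzyme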
MT1-MMP act inh: blocks activation of human MT1-MMP. P50281. HT1080 RFP-PRO-GFP cells, GFP/RFP ratio fluorescence, overnight; percent of plate control window, DMSO zero. GFP/RFP ratio change, % at 20 µM. 0.061% of 360,000 active;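 active means GFP/RFP ratio change of at least 30% with cell ATP level not reduced by more than half and red fluorescence within 50% of control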; further: strong numbers were not always called active
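Assay system: HT1080 cells carrying an RFP-PRO-GFP reporter | Dosing: Single dose of 20 µM compound, 1% DMSO final | Incubation: Cells overnight before dosing, compound overnight, 37 °C, 5% CO2 | Evaluation: GFP/RFP fluorescence ratio | Control set: DMSO and RFP-L50D-GFP cell wells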
MsrA inh: bovine MsrA inhibition. inhibition, % at 15.5 µM. purified bovine MsrA, absorbance read-out. 0.75% of 360,000 active; in the data active means inhibition above about 4.5%;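 further: 0% = vehicle wells with enzyme and 100% = reference inhibitor wells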
MLLE-PAM2 inh: blocks PAM2 peptide binding to the PABP1 MLLE domain | P11940 | GST-MLLE / FITC-PAM2 fluorescence polarization | 0.36% of 360,000 active | AID 588489 | inhibition, % at 20 µM; in the data active means inhibition above about 35%, passing the limit was not always enough;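 further: plate controls were DMSO wells with GST-MLLE for no effect and wells lacking GST-MLLE protein for full effect; some results filed as inactive read as strong as hits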
Tb MetRS inh: Trypanosoma brucei MetRS inhibition. purified T. brucei MetRS, ATP depletion, Kinase-Glo luminescence. inhibition, % at 11.9 µM. 0.4% of 360,000 active. AID 624268;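 active means inhibition above a per-plate cutoff of the control wells' mean inhibition plus 3 SD, cut at about 5.5% in these data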;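 further: 0% = DMSO wells median and 100% = median of wells with control inhibitor compound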
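technique = Kinase-Glo luminescence, ATP depletion format | system = purified MetRS (methionyl-tRNA synthetase) enzyme from Trypanosoma brucei | timing = 15 min preincubation, 2 h reaction, all 25 °C | evaluation = percent inhibition versus plate control medians | dosing = single dose, 11.9 µM final nominal, 0.9% final DMSO | also added = substrates ATP, L-methionine and bulk Escherichia coli tRNA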
An asterisk follows results filed as active; nt = not tested or not shown.

SMILES	MsrA act	eLon inh	SKN-1 block	NRP1-CendR mod	FAS-TE inh	MT1-MMP act inh	MsrA inh	MLLE-PAM2 inh	Tb MetRS inh
N#Cc1nc(COc2ccccc2)oc1NCCCn1ccnc1	-1.2	5.3	17.7	1.7	-4.3	-5.6	0.2	-16.5	-0.7
CC(C)CC1C(=O)N(Cc2cn(CC3CCCCC3)nn2)CCS(=O)(=O)N1Cc1ccc(-c2cccc(CO)c2)cc1 (centres undefined)	-1.0	0.0	-3.6	5.2	9.4	-4.5	-0.1	3.9	-1.3
COc1ccc(CCNC(=O)COc2ccc(S(=O)(=O)N3CCOCC3)cc2)cc1OC	-2.7	1.0	0.5	-2.2	-3.4	1.7	-0.1	1.1	-0.2
C=CCn1c(N)cc(=O)nc1SCC(=O)Nc1ccccc1	-4.3	-3.3	13.3	-1.7	-8.8	-2.3	1.3	9.4	0.2
Cc1sc2ncnc(SCC(=O)c3cccs3)c2c1C	-11.0	2.2	10.9	-16.3	-2.4	0.0	0.5	-6.1	-0.6
CN(CC(=O)Nc1sccc1C#N)S(=O)(=O)c1ccc(F)cc1	-7.1	9.7	6.3	-36.8	-3.5	-4.3	-0.5	-11.3	-0.3
CCc1cccc(C)c1NC(=O)CSc1nc2ccc(N3C(=O)c4ccccc4C3=O)cc2s1	-5.2	7.1	5.4	5.5	-16.1	-3.6	-0.7	-4.4	-1.5
COc1ccc(-c2cc(C(N)=O)nc(N3CCCCCC3)n2)cc1	2.3	6.1	-1.3	8.9	9.3	2.5	0.3	-10.8	-0.7
Cc1ccc(Nc2cc(C)nc3nc(C)nn23)c(C)c1	-11.8	-3.0	-8.2	-17.0	-8.5	1.6	-0.5	2.1	2.6
CS(=O)(=O)N(CC(=O)Nc1ccccc1C(=O)NCc1ccccc1)c1ccc2c(c1)OCCO2	-12.0	-6.2	-2.3	1.7	10.8	-3.5	-0.2	4.2	-0.7
COC(=O)CSc1nc2sc3c(c2c(=O)n1-c1ccccc1)CCN(C)C3	-10.9	4.1	20.4	-26.4	-14.1	-13.9	4.7*	-3.1	-0.5
Cc1ccc(C(=O)NCCc2nnc3ccc(SCC(=O)Nc4ccccc4F)nn23)cc1	-5.6	13.7	-11.7	5.2	21.1	-4.7	0.7	-1.0	-0.1
COc1ccc(NC(=O)CCNC(=O)c2ccccc2Cl)cc1OC	-2.1	-0.3	-2.3	-3.2	-6.2	-2.9	0.7	1.2	0.0
CCn1c(SCc2ccc(Cl)cc2)nc2nc3c(cc2c1=O)CCCC3	-11.5	-1.2	-0.8	-6.7	22.8	6.3	1.0	-40.1	-0.7
O=C(Cc1ccc(S(=O)(=O)N2CCCC2)s1)NC1CCCCCC1	-2.1	-1.8	-3.4	-4.1	1.0	3.3	-0.4	-11.2	-0.5
COc1ccc(C(=O)N2CCC(C(N)=O)CC2)cc1S(=O)(=O)N1CCCC1	-0.6	-16.1	0.7	3.8	-7.3	-2.1	-0.9	-0.3	0.3
Nn1c(COc2ccccc2)nnc1SCc1cc(=O)[nH]c2ccccc12	-8.2	0.5	0.2	-4.4	-3.2	14.9	2.9	-40.8	-0.4
COc1ccc(C(=O)Cc2cnn(-c3ccccc3)c2)c(O)c1	-0.8	4.1	-5.1	-11.3	-8.3	0.3	0.4	3.8	0.0
O=C(Nc1ccc2c(c1)OCO2)C1COc2ccccc2O1 (centres undefined)	-4.8	-1.4	-33.1	-1.3	-4.9	1.1	1.0	1.3	-0.8
COc1ccc(NS(=O)(=O)c2cc([N+](=O)[O-])ccc2N/N=C\c2c(C)[nH]c3ccccc23)cc1	-3.2	-21.4	25.4	-137.5	-5.6	-150.2	-0.3	-152.1	0.1
O=C(Nc1ccc(N2CCCCC2)cc1)c1cc([N+](=O)[O-])cc([N+](=O)[O-])c1	-1.2	3.5	3.2	3.4	22.8	8.6	0.3	8.2	-0.3
CCN(CC(=O)Nc1ccc2c(c1)OCCO2)C(=O)c1ccc([N+](=O)[O-])s1	-1.2	-7.2	-3.7	-7.4	38.3	-4.0	2.4	-0.7	-0.4
COc1ccc(C(=O)Nc2ccc(C(=O)O)cc2NC(=O)c2ccc(OC)cc2)cc1	-1.6	-0.7	8.5	-2.3	0.5	-3.2	-0.9	-11.0	-0.8
Nc1nc(SCc2ccc(F)cc2)n[nH]1	-3.3	0.6	-7.9	7.9	-6.6	-2.2	-0.5	-10.4	-0.4
COc1ccc([C@@H]2[C@@H]3C(=O)N(C(C)(C)C)C(=O)[C@@H]3[C@]3(C)C(=O)N(c4cccc(F)c4)C(=O)N23)cc1	-1.0	-15.7	2.6	12.2	-5.8	0.0	0.7	-7.2	-0.1
O=C(Nc1nnc(-c2ccc(F)cc2)s1)c1c(F)cccc1Cl	-3.7	-5.4	23.0	-10.5	-1.1	2.0	-0.5	-8.5	-1.2
Cc1nc2ccc(NC(=O)Cc3ccc(Br)cc3)cc2s1	-4.0	-1.9	8.5	-8.3	8.4	6.1	0.3	-22.2	-0.5
CNS(=O)(=O)c1ccc(NCC2COc3ccccc3O2)c([N+](=O)[O-])c1 (centres undefined)	-2.0	-2.7	-0.9	-3.2	-93.4	3.2	-0.9	0.2	-0.1
COC(=O)c1c(NC(=O)C2C3C=CC(CC3)C2C(=O)O)sc(C)c1C (centres undefined)	-5.8	-10.6	-1.9	5.4	-0.8	-4.1	0.6	16.1	0.1
FC(F)(F)c1cc(Cl)c2nnc(-c3ccccn3)n2c1	-3.2	-2.5	0.9	9.4	-4.7	3.1	-0.2	0.1	-0.3
O=C(OCC(=O)N1CCCC1=O)c1cccc(S(=O)(=O)N2CCOCC2)c1	-12.5	-0.4	-5.1	23.0	-2.2	nt	-0.7	3.0	-0.8
Cc1cc(Nc2ccc(F)cc2)n2nc(C)nc2n1	-2.6	-7.6	2.1	-5.1	-7.0	2.0	-0.2	-5.1	0.2
CCOc1ccc(NC(=S)N2c3ccccc3CC2C)cc1 (centres undefined)	-1.2	0.6	-13.4	-4.1	11.8	-9.5	1.7	-5.5	0.1
Cc1c(C(=O)NCc2ccc(Cl)c(Cl)c2)sc(=O)n1Cc1ccc(C(=O)N(C)C)cc1	2.6	1.4	-1.1	-4.0	8.6	-1.3	0.0	-9.2	0.7
COc1ccc(C(O)(CCC(C)C)C(CN2CCOCC2)c2ccccc2)cc1 (centres undefined)	0.4	-2.7	25.9	-0.7	16.5	-23.5	1.3	6.9	-0.5
COC(=O)c1cccc(NC(=O)Nc2ccc(Cl)c(Cl)c2)c1	-2.9	-8.2	12.6	9.4	35.4	0.7	-1.0	-3.8	0.5
COc1ccc(N2CCN(C(=O)CSc3nc4[nH]ncc4c(=O)n3-c3cccc4ccccc34)CC2)cc1	-0.5	2.8	1.2	23.6	-54.2	2.4	0.3	-9.9	0.0
Cc1ccc(S(=O)(=O)/N=C(/Nc2cccc(C(=O)O)c2)c2ccccc2)cc1	-2.7	-6.0	5.3	1.6	-0.8	-1.5	0.6	9.8	-0.8
COc1ccccc1OCC#CCSc1ncccn1	-1.4	-13.1	-1.5	7.3	-2.9	-0.7	0.5	7.6	0.5
Nc1nc(C2C(=O)CCCC2=O)cs1	-3.3	30.3*	-10.7	-3.0	-7.9	-29.8	-0.1	30.7	-0.9
O=C(O)CN1C(=O)/C(=C\c2cn(CC(=O)N3CCOCC3)c3ccccc23)SC1=S	-1.6	-176.0	-14.8	-22.0	-42.3	-128.7	1.5	-125.2	-0.4
COC(=O)CSc1nc(COc2ccccc2)nc2ccccc12	0.8	-8.0	11.1	-3.4	8.3	-0.8	1.6	0.1	0.0
COc1ccc(Cl)cc1S(=O)(=O)NC(C)C(=O)NCc1ccncc1 (centres undefined)	-1.8	-3.0	12.2	-3.7	-4.9	-0.1	-0.6	-1.8	0.0
Cc1cccc(N=C2NC(=O)C(CO)(CO)S2)c1	-5.1	4.4	15.4	-17.9	-4.7	-3.0	-0.8	-5.2	-1.2
Cc1ccc(S(=O)(=O)N2CCOCC2)cc1C(=O)N1CCN(Cc2ccccc2)CC1	-3.0	6.2	4.4	8.5	-5.6	-0.5	1.8	-0.8	-0.4
COc1ccccc1OCC(O)Cn1nc(C)cc1C (centres undefined)	-2.3	0.8	-10.1	4.1	-6.9	-3.2	0.0	0.7	-0.2
Cc1c(Cl)cccc1NC(=S)NCC1COc2ccccc2O1 (centres undefined)	0.6	-9.0	1.0	3.8	19.1	0.9	1.4	18.5	0.7
CC(C)C(=O)N1CCN(c2ccccc2NC(=S)NC(=O)/C=C/c2ccco2)CC1	-1.9	-13.6	2.6	-4.9	3.3	-4.9	0.4	18.4	0.4
COc1ccccc1NC(=S)NC(NC(=O)CC(C)C)C(Cl)(Cl)Cl (centres undefined)	-2.2	1.3	4.3	-7.4	-1.6	-1.6	1.4	25.7	-0.2
COc1ccc(N2CCN(C(=O)NC(=O)c3ccccc3)CC2)cc1	-7.4	-0.4	-24.4	7.1	-9.9	-1.1	-0.1	9.0	0.1
Cc1cc(C(=O)CC#N)c(C)n1-c1c(C)n(C)n(-c2ccccc2)c1=O	-4.1	0.6	8.4	6.8	-4.6	1.5	-1.3	-1.4	0.2
Cc1ccc(C(=O)NN2C(=O)/C(=C/c3cn(C)c4ccccc34)SC2=S)cc1	-3.4	-103.4	62.4	-35.9	12.7	-113.4	0.2	-105.7	-0.9
COc1ccc(-c2cc(CNS(=O)(=O)c3ccc(NC(C)=O)cc3)on2)cc1	-2.8	-3.0	8.6	-5.1	-5.3	-1.1	0.1	-5.0	0.1
COc1ccc2cnn(CCOc3cc(C)ccc3C(C)C)c(=O)c2c1OC	-6.7	-8.1	-8.3	7.3	13.9	-6.4	0.7	3.5	-1.5
Cc1ccc(NC(=O)c2ccc(CN3CCc4ccccc4C3)cc2)cc1	-6.7	0.4	-3.4	-2.6	3.9	-1.1	0.5	6.7	-0.9
O=C(Nc1ccc2ccccc2c1)c1cc(F)c(F)cc1Cl	-1.3	4.5	14.5	5.3	28.9	-2.8	-0.7	5.8	0.2
CC1(C)CCCC2=C1CC1C(=O)N(c3ccccc3)C(=O)C1C2 (centres undefined)	-6.4	-9.5	-0.6	0.4	2.1	6.9	-1.6	8.6	-1.9
Cc1cc(C(=O)N/N=C/c2cc(Br)ccc2OC(=O)c2ccccc2Cl)n[nH]1	-2.4	1.8	5.6	10.2	5.9	2.0	0.3	9.8	-0.1
Cc1ccc(-n2ncc3c2CC(C)(C)CC3NC(=O)c2ccncc2)cc1 (centres undefined)	-2.3	-1.5	-7.1	0.6	0.4	-3.5	1.0	-9.0	-0.6
COc1cc2[nH]c3c(=O)n(N)c(=O)[nH]c3c2cc1OC	-3.7	3.2	18.9	0.8	-2.6	11.0	1.7	-4.6	-0.4
O=[N+]([O-])c1cccc2ccc(/C=C/c3ccc(Cl)cc3)nc12	-5.6	6.8	38.8*	7.6	33.3	0.4	0.9	1.1	-0.7

Compound profiles (already shown). Screens in order: MsrA act | eLon inh | SKN-1 block | NRP1-CendR mod | FAS-TE inh | MT1-MMP act inh | MsrA inh | MLLE-PAM2 inh | Tb MetRS inh
Cc1ccc(S(=O)(=O)N2CCOCC2)cc1C(=O)N1CCN(Cc2ccccc2)CC1 is entered as -3.0 | 6.2 | 4.4 | 8.5 | -5.6 | -0.5 | 1.8 | -0.8 | -0.4
Cc1cc(C(=O)N/N=C/c2cc(Br)ccc2OC(=O)c2ccccc2Cl)n[nH]1 is entered as -2.4 | 1.8 | 5.6 | 10.2 | 5.9 | 2.0 | 0.3 | 9.8 | -0.1

Source: PubChem BioAssay (several laboratories)
